# Vif inh: HIV Vif self-association inhibitors, primary screen, imaging, HEK293T, single point; HEK293T cells, Vif self-association by quenched fluorescence, 24 h; inhibition, % at 7.49 µM; 0.35% of 340,000 active; AID 602346, 2012; in the data active = inhibition above about 50%, passing the limit was not always enough; inconclusive = no clear call, values can overlap the other calls; inactive = below about 31%; also: some results filed as inactive read as strong as hits
# CF NFkB inh: inhibitors of PAF-induced NF-kB signaling, primary screen, cell-based, GFP fluorescence, uHTS. KKLEB NF-kB-GFP reporter, GFP fluorescence overnight. inhibition, % at 5 µM. 0.86% of 360,000 active;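 active = at least 50% inhibition at 5 µM, scaled per plate between neutral and stimulator controls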;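 also: PAF is a Pseudomonas aeruginosa culture filtrate used as stimulus; plate controls were PAF-stimulated DMSO wells for no effect and unstimulated DMSO wells for full effect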
# PDI inh: inhibitors of human PDI, primary screen, biochemical, turbidity, single point, plate reader; PDI insulin aggregation turbidity, A650, 90 min; AID 588391, 2011; inhibition, % at 10 µM; 0.052% of 350,000 active;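 active = mean inhibition across replicates of 30% or more, whatever share of single replicates reach that level; inconclusive = mean inhibition below 30% while every single replicate reaches 30%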;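 also: absorbance from insulin aggregation driven by PDI reduction with DTT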
# Target sequence (P07237 whole entry, looked up): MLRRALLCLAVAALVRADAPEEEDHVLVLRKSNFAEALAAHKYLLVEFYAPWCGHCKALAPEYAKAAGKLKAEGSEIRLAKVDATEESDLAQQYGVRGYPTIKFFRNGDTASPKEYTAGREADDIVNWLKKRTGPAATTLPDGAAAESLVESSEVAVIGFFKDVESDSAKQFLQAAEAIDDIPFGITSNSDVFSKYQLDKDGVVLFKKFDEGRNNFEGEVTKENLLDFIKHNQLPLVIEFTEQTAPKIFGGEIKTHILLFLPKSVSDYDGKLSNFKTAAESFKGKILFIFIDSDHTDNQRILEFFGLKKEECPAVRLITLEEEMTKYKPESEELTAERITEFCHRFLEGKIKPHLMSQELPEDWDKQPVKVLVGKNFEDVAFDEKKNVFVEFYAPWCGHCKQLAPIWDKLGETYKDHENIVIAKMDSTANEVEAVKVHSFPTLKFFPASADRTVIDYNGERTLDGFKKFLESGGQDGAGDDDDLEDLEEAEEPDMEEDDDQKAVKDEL
# KKLEB tox: cytotoxicity in KKLEB CF airway cells, primary screen, cytotoxicity control for CF NF-kB inhibitor project, cell-based, uHTS, fluorescence assay plates. KKLEB CF airway cells viability, ATPlite luminescence, overnight; stronger effect = lower value; cells stimulated with P. aeruginosa culture filtrate. activity change (cytotoxicity), % at 5 µM. 0.36% of 360,000 active. AID 602141, 2011;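 active = corrected activity change at or below -50% at 5 µM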
# NR2E3 ag-1: inhibitors of NR2E3-RetCOR corepressor binding, primary screen, NR2E3 agonist project, biochemical, TR-FRET, GST-NR2E3, biotin-RetCOR; Photoreceptor-specific nuclear receptor (Homo sapiens), Q9Y5X4; 1536-well; inhibition of corepressor binding, % at 4.78 µM; 0.12% of 320,000 active; AID 2300, 2010;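 active = percent inhibition above the cutoff of mean plus 3 SD of all tested compounds, set per screening campaign, cut at about 20% in these data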;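 also: 0% = DMSO wells and 100% = biotin wells as full block of FRET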
# Target sequence (Q9Y5X4 whole entry, looked up): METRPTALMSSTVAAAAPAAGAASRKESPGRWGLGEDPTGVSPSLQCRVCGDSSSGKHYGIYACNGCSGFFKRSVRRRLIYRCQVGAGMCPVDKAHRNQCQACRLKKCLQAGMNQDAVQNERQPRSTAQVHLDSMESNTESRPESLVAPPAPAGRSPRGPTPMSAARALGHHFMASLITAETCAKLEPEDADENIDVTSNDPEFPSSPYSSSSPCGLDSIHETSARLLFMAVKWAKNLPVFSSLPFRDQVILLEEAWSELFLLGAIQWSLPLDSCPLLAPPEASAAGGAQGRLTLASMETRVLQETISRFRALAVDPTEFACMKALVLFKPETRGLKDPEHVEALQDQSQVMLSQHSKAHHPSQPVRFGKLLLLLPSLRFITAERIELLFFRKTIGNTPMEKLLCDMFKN
#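 System: GST-NR2E3 and biotin-RetCOR proteins; probe or stimulus: 7 nM biotin-RetCOR; doses: compound at 4.8 µM, single dose; schedule: Compound–protein incubation for 5 h at 4 °C; detection: time-resolved FRET; read-out: percent inhibition; controls: biotin wells as high control, 0.6% DMSO wells as low control; format: 1536-well plates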
# CaV13 ICDI inh: Disruptors of the CACNA1D IQ motif to Ca2+-dependent inactivation inhibitor domain association, primary screening, Förster resonance energy transfer in intact living …. AID 743397. 0.098% of 340,000 active. HEK cells, CFP/YFP FRET ICDI-IQ, plate reader, 10 min; percent FRET-ratio fall versus neutral wells. inhibition, % at 12.3 µM;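 active = mean replicate inhibition of at least 30% and at least 1% of replicates passing that level; inconclusive = only one of the two criteria is met; inactive = neither criterion is met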;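 also: 0% = median of the neutral control wells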
# TRPM1 prom inh: inhibitors of MITF-dependent TRPM1 promoter reporter, primary screen, cell-based, SK-MEL-5, single point, luciferase. SK-MEL-5 TRPM1 promoter luciferase, 24 h. inhibition, % at 12.5 µM. 0.83% of 330,000 active;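 active = mean inhibition across replicates of 60% or more, whatever share of single replicates reaches that level; inconclusive = some that reach 60%, reason not given; inactive = mean inhibition across replicates below 60%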; also: values of inactives mirror those of a sister screen read the other way
# Shn3 3UTR inh: reduction of Shn3 3'UTR firefly luciferase signal, primary screen, Schnurri-3 inhibitor project, cell-based, Clone20 osteoblasts, set 2; Clone20 osteoblast Shn3 3'UTR firefly luciferase, 24 h; inhibition, % at 12.5 µM; 0.52% of 360,000 active;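 active = mean inhibition of at least 75% with every replicate also reaching 75%; inconclusive = mean inhibition at least 75% but some replicate below; inactive = mean inhibition below 75%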;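 also: 0% = median of neutral control wells and 100% = pilot-screen positive control compound; some compounds past the cut are filed as inactive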
# Peg3 promoter: Peg3 promoter-driven luciferase inhibitors, primary screen, cell-based, HeLa, luciferase luminescence. HeLa PEG-Prom luciferase reporter, overnight. 1.7% of 360,000 active. inhibition, % at 20 µM;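 active = inhibition of at least 50% at 20 µM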
# HIF-2a inh: HIF-2a reporter inhibitors, primary screen, luminescence, 786-0 RCC cells. 786-0 RCC cells HIF-2a reporter, luciferase luminescence, overnight. inhibition, % at 18.8 µM. 0.72% of 360,000 active;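 active = inhibition of the luminescence signal of 40% or more relative to plate controls, in a single-dose primary screen at 18.75 µM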
# NR2E3 ag-2: NR2E3 agonists in two-hybrid cells, primary screen, cell-based, luminescence, CHO-S, Gal4-NCOR/VP16-NR2E3. Photoreceptor-specific nuclear receptor (Homo sapiens), Q9Y5X4. luciferase. inhibition of corepressor binding, % at 3.98 µM. 0.35% of 360,000 active. AID 602229, 2012;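 active = inhibition above the mean of all tested compounds plus 3 SD, cut at about 70% in these data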;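 also: 0% = DMSO with NR2E3 transfected cells and 100% = cells lacking NR2E3 construct; higher means lower luciferase signal from less NR2E3 corepressor binding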
# The depositor's hits bear a star; ? = inconclusive; / = no result given.
SMILES,Vif inh,CF NFkB inh,PDI inh,KKLEB tox,NR2E3 ag-1,CaV13 ICDI inh,TRPM1 prom inh,Shn3 3UTR inh,Peg3 promoter,HIF-2a inh,NR2E3 ag-2
N#Cc1ccc(CN2CCN(C(=O)CN3C(=O)NC4(CCCC4)C3=O)CC2)cc1,-8,13,-2,-3,/,-6,15,3,-2,9,23
CCc1ccc(C(=O)CSc2ncn[nH]2)cc1,11,13,-5,3,-4,-3,-54,-47,-144,-186,-64
Cc1cc(/C=C(\C#N)C(=O)Nc2ccccc2)c(C)n1-c1ccc(C(=O)O)cc1,/,8,4,1,0,-2,2,10,12,13,-16
Cc1cc(C)c(S(=O)(=O)Nc2ccccc2C(=O)OCC(=O)NCc2ccccc2)c(C)c1,1,2,-9,3,0,-2,9,26,4,12,-3
CCC1S/C(=N/N=C/c2ccco2)N(Cc2ccc(F)cc2)C1=O (configuration not stated),-1,-8,-4,1,2,-4,/,45,6,5,-2
CC1CCC(NC(=O)C2CCC(CNS(=O)(=O)c3cccc4cccnc34)CC2)CC1 (configuration not stated),0,2,-4,10,0,-5,-3,3,9,17,21
O=[N+]([O-])c1ccc(/C=C/C2=NN(c3ccccc3)C(c3ccco3)C2)cc1 (configuration not stated),/,-182,0,-15,0,-26,-17,-13,-63,-217,-20
COc1ccc(NC(=O)c2ccccc2S(=O)c2ccccc2C#N)cc1 (configuration not stated),6,-10,-6,2,2,9,5,-27,3,19,-9
CC1(c2nnc(-c3cccc(Cl)c3)o2)CC(c2ccc(OC(F)(F)F)cc2)=NO1 (configuration not stated),-1,22,6,-4,0,-8,10,-12,-6,-3,27
Cc1ccc(CNC(=O)[C@H]2O[C@@H](n3ccc(N)nc3=O)[C@H](O)[C@@H]2O)o1,0,-38,/,7,/,-4,/,-18,10,1,1
CC(NC(=O)COc1ccccc1)C(=O)NCc1ccccc1Cl (configuration not stated),-3,8,-5,-9,/,-5,5,-16,4,-12,-13
Cc1ccc(-c2csc(NC(=O)c3ccc(-c4ccccc4)cc3)n2)o1,-11,-51,-15,-13,-3,/,-1,-7,-119,-133,-167
Cc1ccc2c(CC(=O)N3CCN(c4ccccc4)CC3)coc2c1,-2,13,-2,5,-3,1,12,-5,1,-24,-7
CCOC(=O)C1=C(C)NC(=S)NC1/C=C/c1ccccc1 (configuration not stated),-4,2,0,-4,-4,-2,10,-8,6,22,-16
CC(C)N1C(=O)CCC1C(=O)NCc1ccccc1Cl (configuration not stated),5,1,1,2,3,-7,1,-22,6,-4,-2
COc1ccccc1-c1cnn2c(N3CCOCC3)cc(C)nc12,12,5,-4,-20,3,-20,-43,-33,-160,-199,-68
C/C(N)=C(/C#N)C(=O)COC(=O)c1cc2c(s1)CCCC2,13,7,-3,-4,-4,1,-59,-11,-75,-57,-4
Cc1ccc(/C=N/NC(=O)c2ccco2)cc1,-3,1,7,4,-1,-4,-81,-83,-240,-221,-110
O=Cc1ccc2noc(-c3ccc(Cl)cc3)c2c1,/,4,1,16,7,-8,-31,4,-98,-205,-61
O=C(CNC(=O)c1ccc(Br)o1)NNC(=O)c1ccc(Br)cc1,-3,35,-2,5,-1,-5,-4,-7,-11,-7,0
CCOC(=O)N1CCC(C(=O)Nc2ccc(OCC)cc2)CC1,/,7,/,-11,-3,-6,/,-8,-8,4,-37
COc1cccc(CNC(=O)CCNS(=O)(=O)c2ccc(C)cc2)c1,5,7,2,-12,0,-9,0,-11,2,-4,-9
c1ccc(-c2ccc3[nH]ccc3c2)cc1,-8,-26,-1,-4,-2,-9,-95,-50,-268,-312,-67
CCOc1cc(CNn2cnnc2)cc(Br)c1OCC(=O)NC(C)(C)C,-1,-26,23,7,1,-19,5,0,13,14,-19
O=C(Nc1ccc(S(=O)(=O)N2CCCCC2c2cccnc2)cc1)c1ccccc1F (configuration not stated),0,-10,-1,-3,1,-5,-10,9,15,26,-1
CC(C)CN(C(=O)c1cccc(S(=O)(=O)N2CCN(Cc3ccccc3)CC2)c1)C1CCS(=O)(=O)C1 (configuration not stated),-4,2,0,1,3,-3,-2,10,-2,9,-3
Cc1ccc(C(=O)N2CCCC(Nc3ccc(C(C)C)cc3)C2)cn1 (configuration not stated),-5,11,-8,7,2,-7,14,-9,0,1,-16
CC1CCCC(C)N1CCCNC(=O)Cn1cc2c(n1)CCCC2 (configuration not stated),-1,-31,/,11,1,-10,4,-26,11,2,-5
C[C@H]1COC(=O)CCC/C=C\C[C@H](CC(=O)N(CCO)Cc2ccccc2)C(=O)N1,2,-12,-2,30,/,-3,-2,3,-10,-5,-2
Nc1cc(=O)[nH]c2ncnn12,-13,-12,11,4,/,-10,-3,4,0,0,4
Cc1cccc(/C=C/C(=O)c2ccc(NC3=NCCCS3)cc2)c1,1,36,-4,-19,2,-2,1,-37,19,33,-50
O=c1c([N+](=O)[O-])cccn1Cc1ccccc1Cl,-7,-10,-3,6,5,-7,9,-1,17,-1,-7
Cc1ccc(Nc2nnc(SCC(=O)Nc3cccc(S(=O)(=O)N4CCCCC4)c3)s2)cc1,-14,-17,-7,6,3,-18,-48,-23,-148,-201,5
COc1ccc2[nH]cc(C(=O)N3CCCCC3)c(=O)c2c1,5,6,3,0,2,-5,-3,-1,4,10,-20
Cc1nc2ccccn2c1C(=O)NCCCN1CCOCC1,-32,0,8,3,0,-5,4,-11,14,4,16
CC1CCN(C(=O)Cn2cnc3c(cnn3C(C)(C)C)c2=O)CC1,6,10,2,-5,-3,4,-61,-48,-170,-165,-88
COc1ccc(NC(=O)CN(C)S(=O)(=O)c2ccc3c(c2)OCCO3)c2ncccc12,-1,3,17,-5,1,-4,9,16,17,2,-20
CSc1n[nH]c(NCc2ccccc2)n1,?,-13,15,-2,0,-1,5,-15,-2,-21,12
CC(C)=NNc1nc(-c2ccccc2)cs1,2,-5,-5,8,-2,-19,-35,-117,-105,-99,-23
O=C(NCc1ccncc1)c1cc(S(=O)(=O)N2CCOCC2)c(Cl)cc1Cl,-15,7,10,4,0,-5,-12,8,5,15,5
CCOc1ccc2nc(SCC(=O)c3cccs3)sc2c1,1,5,-6,0,-1,-3,-81,-85,-331,-213,-179
O=[N+]([O-])c1ccc(N2CCN(c3ccccn3)CC2)c(Cl)c1,-5,-4,6,-3,0,-7,-53,1,-171,-149,-54
CCc1ccccc1NC(=O)CNC(=O)c1ccc(OCc2cn3ccccc3n2)cc1,0,-21,-3,7,/,-16,-14,-9,-21,-38,-25
CCN1CCN(CCCNC(=O)CCC(=O)N2CC(C)Oc3ccc(C)cc32)CC1 (configuration not stated),0,16,/,-6,3,-7,-7,-2,11,9,-3
CCCNC(=O)C(Cc1ccc(I)cc1)NC(=O)C1CC1 (configuration not stated),2,6,12,1,2,-5,-8,-9,7,4,-4
CC(=O)OCC(=O)Nc1ccc(N=Nc2ccccc2)cc1,7,-10,-1,7,1,-4,-68,-134,-253,-209,-151
Nc1cc(S(=O)(=O)C(F)(F)F)ccc1C(=O)O,2,-11,-4,-4,-2,-5,4,10,13,10,20
COc1cc(NC(=O)CN2C(=O)CSc3ccc(S(=O)(=O)N4CCCC4)cc32)cc(OC)c1,-2,1,-4,0,2,-6,11,6,9,12,-2
CCc1nnc2sc(-c3ccc(NC(=O)CSc4ccc(Cl)cc4)cc3)nn12,11,6,-2,5,1,/,-6,7,19,17,-14
COc1ccc(NC(=O)CN(C)S(=O)(=O)c2ccc(Cl)cc2)cc1Cl,-1,-9,-5,-9,-1,-5,4,11,10,1,0

# Remaining list, next part
SMILES,Vif inh,CF NFkB inh,PDI inh,KKLEB tox,NR2E3 ag-1,CaV13 ICDI inh,TRPM1 prom inh,Shn3 3UTR inh,Peg3 promoter,HIF-2a inh,NR2E3 ag-2
COc1ccccc1C(=O)NCCC(=O)NNC(=O)Cn1ccc(C(F)(F)F)n1,2,-2,13,3,-3,-6,1,2,-10,4,10
COc1ccccc1N(CN1C(=O)c2ccccc2C1=O)C(=O)c1cccc(C)c1,0,-2,8,-2,-2,-2,-1,3,16,18,-7
CC1=C(C(=O)N2CCOCC2)CC(CC(=O)NCCN2CCOCC2)C(=O)N1Cc1ccccc1 (configuration not stated),18,-8,-6,-7,/,-5,/,-27,11,0,-3
CC1CN(c2nc3ccccc3nc2NS(=O)(=O)c2ccccc2)CC(C)O1 (configuration not stated),5,-16,-2,17,/,-5,0,7,12,-1,12
CCOC(=O)C1(CCc2ccccc2)CCN(Cc2ccccn2)CC1,-2,-20,4,7,4,-2,3,5,12,-2,4
Cn1c(=O)c(NC(=O)c2ccccc2)c2n(c1=S)CCCCC2,6,-9,10,12,2,14,-1,2,7,7,-26
Fc1cccc(/C=N/Nc2nccnc2Cl)c1,17,-10,5,-3,3,-14,-69,-32,-245,-253,-97
COc1ccc(/C=N/Nc2nc(Nc3ccccc3)nc(N3CCCC3)n2)cc1,-3,-15,0,14,2,-1,-4,2,-17,-31,-50
CSc1ccc(C(=O)c2[nH]c(=O)[nH]c2C)cc1,-1,-3,-3,4,0,-5,3,-15,-11,-33,-36
O=C(NC1CCCC1)C(c1ccncc1)N(C(=O)c1csnn1)c1ccccc1 (configuration not stated),3,-2,-6,7,2,-3,-16,4,3,9,-5
Nc1nc(N)n(-c2ccccc2)c(=Nc2ccccc2)n1,17,-2,7,2,1,-2,6,-30,13,9,-32
Cc1cccc(NS(=O)(=O)c2c(C(=O)N3CCCC3)c(C)n(C)c2C)c1,3,-8,2,-2,0,-6,13,0,-1,2,22
N#Cc1ccsc1NC(=O)CN1CCOCC1,2,-4,-6,11,3,-14,4,-13,1,4,-6

# Profiles as entered above. Order of screens: Vif inh	CF NFkB inh	PDI inh	KKLEB tox	NR2E3 ag-1	CaV13 ICDI inh	TRPM1 prom inh	Shn3 3UTR inh	Peg3 promoter	HIF-2a inh	NR2E3 ag-2
# Profile of CC1CN(c2nc3ccccc3nc2NS(=O)(=O)c2ccccc2)CC(C)O1 (configuration not stated) = 5	-16	-2	17	/	-5	0	7	12	-1	12
# Profile of COc1ccc(/C=N/Nc2nc(Nc3ccccc3)nc(N3CCCC3)n2)cc1 = -3	-15	0	14	2	-1	-4	2	-17	-31	-50
